TCR-CD3 inh = blocks the human TCR-CD3 interaction; TAMRA-labeled TCR probe fluorescence, biochemical; inhibition, % at 9.4 µM; 360,000 compounds, 0.37% hits; AID 651800; in the data active = inhibition above about 19%;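 note: recombinant mutant TCR 2C K166C tagged with TAMRA read by polarization; 0% = receptor in buffer alone and 100% = receptor with positive control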
ABHD4 inh = inhibitors of mouse ABHD4. Q8VD66. purified mABHD4, FP-Rh probe fluorescence polarization. inhibition, % at 8.92 µM. 370,000 compounds, 0.54% hits;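 active = inhibition exceeding the mean over every tested compound plus 3 SD, cut at about 30% in these data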;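 note: 0% = plate median of compound wells and 100% = S159A mutant with DMSO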
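Assay system: mABHD4 protein; medium: HEPES pH 7.0, NaCl, Pluronic buffer; dosing: 8.92 µM, single dose; schedule: 45 min + 60 min at 25 °C; signal: FP readout, ex 525 nm / em 598 nm; read-out: normalized percent inhibition of probe labeling; repeats: single replicate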
UHRF1 MBD2 ctr = blocks human UHRF1 binding to methylated DNA; Q96T88; UHRF1 binding to methylated oligo, TR-FRET; inhibition, % at 4.4 µM; 370,000 compounds, 0.75% hits; AID 687016; in the data active = inhibition above about 21%;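 note: UHRF1 SRA domain binding a hemimethylated CpG hairpin DNA probe; 0% = median of test compound wells and 100% = reference inhibitor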
PG9 binder = small molecules binding HIV-1 gp120 antibody PG9. AID 624416. inhibition, % at 6.7 µM. 360,000 compounds, 0.43% hits. TR-FRET gp120-PG9 antibody binding; in the data active = inhibition above about 8.5%
rCAG RNA binder = r(CAG) repeat RNA binding; AID 651821; inhibition, % at 3 µM; 370,000 compounds, 1.3% hits; TO-PRO-1 dye displacement fluorescence;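 active = inhibition above the plate cutoff, the mean of all test compounds on that plate plus 3 SD, cut at about 35% in these data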;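 note: 0% = DMSO alone and 100% = 100 µM mitoxantrone as full dye displacement; higher means more dye released from RNA so lower well fluorescence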
HTRA1 inhibitor = blocks human HTRA1 serine peptidase; inhibition, % at 5.96 µM; 340,000 compounds, 0.5% hits; recombinant HTRA1, FP-rhodamine activity-based probe, fluorescence polarization; Q92743; AID 504803; in the data active = inhibition above about 36%;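 note: 0% = enzyme with DMSO and 100% = wells lacking enzyme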
Target sequence (Q92743 whole entry, looked up): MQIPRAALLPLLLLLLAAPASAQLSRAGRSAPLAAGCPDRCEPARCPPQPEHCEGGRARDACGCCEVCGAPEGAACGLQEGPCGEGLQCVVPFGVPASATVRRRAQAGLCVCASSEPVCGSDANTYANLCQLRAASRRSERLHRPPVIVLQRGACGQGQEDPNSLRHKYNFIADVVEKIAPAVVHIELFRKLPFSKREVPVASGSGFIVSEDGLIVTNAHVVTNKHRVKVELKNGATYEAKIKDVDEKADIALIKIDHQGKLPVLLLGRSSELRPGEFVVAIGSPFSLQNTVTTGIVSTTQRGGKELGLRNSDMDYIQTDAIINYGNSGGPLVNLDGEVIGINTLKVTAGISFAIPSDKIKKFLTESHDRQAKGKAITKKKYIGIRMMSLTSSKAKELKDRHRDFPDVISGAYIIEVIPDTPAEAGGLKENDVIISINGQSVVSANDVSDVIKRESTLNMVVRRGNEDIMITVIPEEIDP
LEDGF integ inh = blocks HIV-1 LEDGF/p75-dependent DNA integration; TR-FRET IN-LEDGF/p75 DNA integration, Eu/Cy5; inhibition, % at 3.7 µM; 370,000 compounds, 0.64% hits;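 active = inhibition above the screen-wide mean plus 3 SD, cut at about 13% in these data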;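 note: signal is the Cy5 over europium emission ratio at 671 and 618 nm; 0% = plate median of compound wells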
MBD2 inh = inhibitors of human MBD2 binding to methylated oligonucleotide; 370,000 compounds, 0.31% hits; TR-FRET; inhibition, % at 4.4 µM; AID 686964; Q9UBB5; in the data active = inhibition above about 13%
PRMT1 FP inh = blocks human protein arginine methyltransferase 1 | inhibition, % at 2.79 µM | recombinant PRMT1, activity-based probe fluorescence polarization | 370,000 compounds, 1.3% hits | AID 652257;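 active = inhibition above about 21% made by adding two undisclosed values, limit read from the data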
Rev-erbA mod = Rev-erb alpha (human) modulation. Rev-erbα–FITC-DNA binding, fluorescence polarization, 90 min. AID 1259318. activity, % at 10 µM. 370,000 compounds, 0.79% hits. P20393;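 active = activity above about 14%, limit read from the data; passing the limit was not always enough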;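 note: 0% = DMSO wells with 35 nM protein and 100% = DMSO wells with 750 nM protein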
* = called active by the depositor; x = no result given. This is a subset. The share of hits here may be higher or lower than overall.

SMILES | TCR-CD3 inh | ABHD4 inh | UHRF1 MBD2 ctr | PG9 binder | rCAG RNA binder | HTRA1 inhibitor | LEDGF integ inh | MBD2 inh | PRMT1 FP inh | Rev-erbA mod
CC(C)CCOC(=O)C1[C@H]2C(=O)N(Cc3cccs3)C[C@]23C=C[C@H]1O3 (stereo partly drawn) | -10 | 7 | 3 | 0.8 | 5 | -4 | 5 | 0 | 4 | -2
COc1cccc(CN(C)C[C@H]2OCc3cnnn3CCCC(=O)N([C@H](C)CO)C[C@@H]2C)c1 | 3 | 3 | -1 | 0.2 | 2 | 7 | 3 | -5 | 0 | -6
O=C(COC(=O)/C=C/c1cccc(F)c1)Nc1ncccn1 | -1 | 0 | 0 | -1.7 | 2 | -2 | 0 | -1 | 7 | 2
C=CCn1c(C)nnc1SCC(=O)Nc1cc(S(=O)(=O)N2CCCC2)ccc1Cl | -6 | -1 | 8 | -0.8 | 5 | 5 | 2 | -1 | 0 | -4
CCOC(=O)CC1(CC)Oc2ccccc2N1S(=O)(=O)c1ccc(C)cc1 (stereo not drawn) | 3 | -1 | 2 | -1.3 | 2 | x | 4 | -2 | -2 | -5
O=CN(Cc1nc2ccccc2[nH]1)c1ccc(C(=O)O)cc1 | 6 | -4 | 19 | 3.0 | 1 | -2 | -3 | 3 | -3 | -4
CC(C)c1ccc(N(C(=O)c2csnn2)C(C(=O)NC(C)(C)C)c2ccncc2)cc1 (stereo not drawn) | -1 | 4 | 2 | 0.4 | -6 | 6 | -4 | 2 | 1 | 0
COCc1n[nH]c(=S)n1-c1cccc2ccccc12 | 7 | 3 | 0 | -2.0 | 1 | -3 | -1 | 0 | -2 | 2
CC(=O)CCc1oc2ccc(C)cc2c1-c1ccccc1 | 2 | -9 | -2 | -1.9 | -6 | -7 | 1 | 2 | -3 | -3
COc1cccc(S(=O)(=O)N2CCN(C(=O)c3ccco3)CC2)c1 | 12 | 2 | 0 | -1.0 | -2 | 8 | -1 | -1 | 1 | 2
O=c1o[nH]c(-c2ccccc2)c1-c1ccccc1 | 3 | -4 | -1 | -2.8 | 3 | x | -4 | -1 | -2 | 1
COCCNC(=O)CCc1ccc(S(=O)(=O)Nc2ccc(C)cc2)cc1 | -7 | -6 | 8 | -1.1 | 2 | -6 | 2 | -1 | 2 | 1
Cc1cc(NC(NC(=O)c2ccco2)(C(F)(F)F)C(F)(F)F)no1 | 6 | 3 | 0 | 0.8 | 1 | 4 | -4 | -3 | 0 | -2
O=C(O)CSc1nnc(-c2ccc(Cl)cc2Cl)n1-c1ccccc1 | -7 | 5 | 1 | -0.9 | 4 | 0 | -3 | 6 | 3 | -1
Cc1nc2c(oc3ccc(Cl)cc32)c(=O)[nH]1 | 7 | -3 | -3 | -0.4 | 0 | 3 | -3 | -3 | -1 | -5
COC(=O)c1ccc(CSc2nnc(CNC(=O)c3ccc(OC)cc3)o2)o1 | -9 | -1 | 1 | -1.7 | -2 | -4 | 2 | -1 | -3 | 2
COC(=O)c1[nH]c2ccc(C)cc2c1NC(=O)CN1CCN(Cc2ccccc2)CC1 | -6 | 2 | -3 | -0.3 | -8 | -7 | 3 | 2 | -3 | 0
COCCn1cnc2c1c(=O)n(Cc1ccc(Br)cc1)c(=O)n2Cc1ccccc1 | 4 | -16 | 2 | 0.5 | 4 | -26 | 0 | 0 | 1 | 0
COc1ccc(-c2cc(C(=O)NC3CCCC3)c3ccccc3n2)cc1OC | 4 | 3 | 2 | 2.3 | -1 | -8 | -2 | -2 | -1 | 2
O=C(c1cccc(NS(=O)(=O)c2ccc(Br)cc2)c1)N1CCCCC1 | 5 | 0 | 1 | -2.0 | 9 | -2 | 2 | -4 | -6 | 5

Of the compounds above, two contain bromine:
SMILES | TCR-CD3 inh | ABHD4 inh | UHRF1 MBD2 ctr | PG9 binder | rCAG RNA binder | HTRA1 inhibitor | LEDGF integ inh | MBD2 inh | PRMT1 FP inh | Rev-erbA mod
COCCn1cnc2c1c(=O)n(Cc1ccc(Br)cc1)c(=O)n2Cc1ccccc1 | 4 | -16 | 2 | 0.5 | 4 | -26 | 0 | 0 | 1 | 0
O=C(c1cccc(NS(=O)(=O)c2ccc(Br)cc2)c1)N1CCCCC1 | 5 | 0 | 1 | -2.0 | 9 | -2 | 2 | -4 | -6 | 5

Next section.
SMILES | TCR-CD3 inh | ABHD4 inh | UHRF1 MBD2 ctr | PG9 binder | rCAG RNA binder | HTRA1 inhibitor | LEDGF integ inh | MBD2 inh | PRMT1 FP inh | Rev-erbA mod
Cc1cc(C)cc(NC(=O)CN2CCc3cc4c(cc3C2C)OCCCO4)c1 (stereo not drawn) | 7 | 9 | -2 | -2.4 | -6 | -27 | -1 | 1 | 1 | -2
COC(=O)c1cn(NC(=O)/C=C/c2ccc(OC)c(OC)c2)c(=O)c2ccccc12 | 9 | 4 | -2 | -1.9 | 1 | 0 | 1 | 3 | -1 | -9
COc1ccc2oc(C)c(C(=O)Cn3ccnc3)c2c1 | -1 | -2 | -2 | -0.3 | -4 | 2 | 2 | -6 | 1 | 3
Cc1ccc(NC(=O)c2cnccn2)c(Br)c1 | -8 | 0 | 2 | -1.5 | -1 | -7 | 0 | -1 | 3 | 5
O=C(NCCCCc1ccccc1)C1CC(c2ccccc2C(F)(F)F)=NO1 (stereo not drawn) | 4 | -1 | 2 | -0.4 | -8 | -7 | -3 | -1 | -4 | -7
Clc1ccc(-c2nnc(SCc3cccc4ccccc34)n2-c2ccc(Cl)cc2)cc1 | x | -15 | 0 | x | 5 | x | -3 | 0 | -1 | 1

Five records picked at random from the list so far:
SMILES | TCR-CD3 inh | ABHD4 inh | UHRF1 MBD2 ctr | PG9 binder | rCAG RNA binder | HTRA1 inhibitor | LEDGF integ inh | MBD2 inh | PRMT1 FP inh | Rev-erbA mod
Cc1cc(C)cc(NC(=O)CN2CCc3cc4c(cc3C2C)OCCCO4)c1 (stereo not drawn) | 7 | 9 | -2 | -2.4 | -6 | -27 | -1 | 1 | 1 | -2
COc1ccc2oc(C)c(C(=O)Cn3ccnc3)c2c1 | -1 | -2 | -2 | -0.3 | -4 | 2 | 2 | -6 | 1 | 3
O=C(NCCCCc1ccccc1)C1CC(c2ccccc2C(F)(F)F)=NO1 (stereo not drawn) | 4 | -1 | 2 | -0.4 | -8 | -7 | -3 | -1 | -4 | -7
COC(=O)c1cn(NC(=O)/C=C/c2ccc(OC)c(OC)c2)c(=O)c2ccccc12 | 9 | 4 | -2 | -1.9 | 1 | 0 | 1 | 3 | -1 | -9
Clc1ccc(-c2nnc(SCc3cccc4ccccc34)n2-c2ccc(Cl)cc2)cc1 | x | -15 | 0 | x | 5 | x | -3 | 0 | -1 | 1

Compound activity as filed in PubChem.
